HCMV inh: human cytomegalovirus inhibition | HFF cells, HCMV-luciferase reporter, 72 h; stronger effect = lower value | activity change, negative = inhibition, % at 57.5 µM | 4.5% of 410,000 active | AID 1259415; in the data active means activity change below about -60%; inconclusive means no clear call, values can overlap the other calls; inactive means above about -39%
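After 16 h attachment at 37C, HFF cells received test compound and HCMV-luciferase (1 PFU/cell); reporter luminescence read 72 h later, data normalized against buffer-only and known inhibitor Salinomycin.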
AMA1-RON2 inh: disrupts binding of P. falciparum AMA1 to RON2; Potency, µM (doses to about 58.2 µM), for inactives: at the top dose activity change, negative = inhibition, usual class: inhibitors; AlphaScreen AMA1-biotinylated RON2 peptide binding; 0.2% of 360,000 active; AID 720542;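 further: potency means the concentration at half of the fitted maximal effect; 0% = vehicle wells and -100% = peptide control; nearly all actives have a fitted effect of over 45% in size; some results filed as inactive show a strong effect at the top dose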
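AMA1 (3D7) with his tag at 25 nM final met compounds first, then biotinylated RON2 peptide at 25 nM; detection used donor plus acceptor beads, 10 µg/mL apiece, read by AlphaScreen after 30 min at room temperature.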
AmpC inh detg: blocks E. coli AmpC beta-lactamase in detergent assay; Potency, µM (series often up to 114 µM), without a hit: top-dose activity change, negative = inhibition, actives largely listed as inhibitors; AmpC hydrolysis of nitrocefin, absorbance 480 nm, 0.01% Triton; P00811; AID 485294; 0.041% of 370,000 active;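 further: potency means the concentration at half of the fitted maximal effect; 0% = no-compound wells and -100% = no-enzyme wells; nearly all actives have a fitted effect of over 25% in size; some results filed as inactive show a strong effect at the top dose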
Target sequence (P00811 whole entry, looked up): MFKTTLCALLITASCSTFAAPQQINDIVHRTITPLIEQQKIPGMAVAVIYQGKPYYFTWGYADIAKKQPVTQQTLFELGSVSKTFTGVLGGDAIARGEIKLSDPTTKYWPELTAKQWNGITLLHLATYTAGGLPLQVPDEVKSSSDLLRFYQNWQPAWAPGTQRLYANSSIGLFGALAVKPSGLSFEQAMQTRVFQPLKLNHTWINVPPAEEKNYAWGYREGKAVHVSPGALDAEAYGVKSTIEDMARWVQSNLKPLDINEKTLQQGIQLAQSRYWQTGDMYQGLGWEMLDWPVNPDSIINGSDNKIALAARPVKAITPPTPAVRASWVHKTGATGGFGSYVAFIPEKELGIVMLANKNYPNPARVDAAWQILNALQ
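20 mM phosphate pH 7.0 + 0.01% (detergent screen) or 0.0001% Triton X-100; 5.3 nM AmpC reagent; cpd preinc 15 min RT; nitrocefin (800 uM stock) to start; A480 q20 s × 4 min; Activity was normalised to no-enzyme and no-compound control wells.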
Tb PYK inh: blocks Trypanosoma brucei pyruvate kinase; Q57TT1; TbPYK enzyme, Kinase-Glo Plus ATP luminescence, 45 min; Potency, µM (series often up to 76.8 µM), without a hit: top-dose activity, negative = inhibition, most hits filed as inhibitors; 0.12% of 410,000 active; AID 624173; further: potency means the concentration at half of the fitted maximal effect; nearly all actives have a fitted effect of over 50% in size
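ADP (130 uM final) triggers the TbPYK reaction after compound addition; incubation is 45 min at room temperature. Kinase-Glo Plus is then added and luminescence imaged. Normalized data are fitted to concentration-effect curves.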
AmpC inh no detg: inhibitors of E. coli AmpC beta-lactamase without detergent; AID 485341; AmpC nitrocefin hydrolysis, absorbance 480 nm, 0.0001% Triton; Potency, µM (titrated, usually from 57.1 µM), for the others: at the highest dose activity change, negative = inhibition, most hits filed as inhibitors; 0.52% of 330,000 active; P00811;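 further: potency means the concentration at half of the fitted maximal effect; plate controls were no compound for no effect and no enzyme for full effect; nearly all actives have a fitted effect of over 20% in size; some results filed as inactive show a strong effect at the top dose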
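20 mM phosphate pH 7.0 + 0.01% (detergent screen) or 0.0001% Triton X-100; 5.3 nM AmpC reagent; cpd preinc 15 min RT; nitrocefin (800 uM stock) to start; A480 q20 s × 4 min; Activity was normalised to no-enzyme and no-compound control wells.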
LmPK inh: inhibitors of Leishmania mexicana pyruvate kinase; Q27686; purified LmPK, Kinase-Glo ATP luminescence, 1 h; Potency, µM (doses to about 57.5 µM), for inactives: at the highest dose activity change, negative = inhibition, usual class: inhibitors; 0.37% of 290,000 active; AID 1721; further: potency means the concentration at half of the fitted maximal effect
Target sequence (Q27686 whole entry, looked up): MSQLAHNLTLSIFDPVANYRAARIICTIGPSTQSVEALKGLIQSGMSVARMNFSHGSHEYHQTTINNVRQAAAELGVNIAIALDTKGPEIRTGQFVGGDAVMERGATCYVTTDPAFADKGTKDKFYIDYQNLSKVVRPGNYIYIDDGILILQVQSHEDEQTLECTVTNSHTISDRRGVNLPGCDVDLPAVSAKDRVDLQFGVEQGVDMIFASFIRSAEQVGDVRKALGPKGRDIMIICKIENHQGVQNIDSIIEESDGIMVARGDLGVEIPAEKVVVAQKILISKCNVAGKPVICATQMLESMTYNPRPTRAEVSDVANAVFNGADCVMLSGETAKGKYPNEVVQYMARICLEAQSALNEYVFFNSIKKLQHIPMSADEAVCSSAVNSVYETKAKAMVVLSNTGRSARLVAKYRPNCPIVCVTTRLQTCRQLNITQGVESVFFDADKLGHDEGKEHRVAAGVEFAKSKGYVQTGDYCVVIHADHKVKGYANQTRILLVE
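Purified LmPK (0.1 nM) converted ADP (0.1 mM) to ATP with PEP (0.5 mM) in imidazole buffer pH 7.2 with KCl and MgCl2, 1 h at room temperature. ATP was read by Kinase-Glo luminescence; data normalized to uninhibited and no-enzyme controls.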
HCV inh: HCV inhibition; Huh7.5.1 HCVcc-Cre infection, luciferase reporter, 44 h; Potency, µM (highest dose often 41.8 µM), without a hit: at the highest dose activity change, negative = inhibition, hits mostly inhibitors; 3.4% of 340,000 active; further: potency means the concentration at half of the fitted maximal effect
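Seed cells (1,000/well) for 4 h; treat with compound and infect with HCVcc-Cre, moi about 0.5. Incubate 44 h, then detect luciferase activity.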
* hit, by the source's call; u = inconclusive; x = not tested or not shown; [ ] = remark or other dose. Unless noted, the call rests on the fitted dose curve; in most records, active means well fitted curve in the direction sought with a large enough effect; inconclusive means small, poorly fitted or top-dose-only effect, or another doubt; inactive means no such curve, though single readings can be large; an effect the other way counts as inactive or inconclusive. Unless noted, on the % scale 0 is the no-effect control and ±100 the full control effect.

Sample of the layout, 2 compounds:
#1 C/C(CC(=O)Nc1ccc(N(C)C)cc1)=N\NC(=O)c1ccc(C(C)(C)C)cc1
#2 Cc1cc2nc(=O)c(/C=C3\C=Nc4ccccc43)c(N)n2o1
compound no.	1	2
HCMV inh	11	-27
AMA1-RON2 inh	70%[activator]	-9%
AmpC inh detg	-11%	1%
Tb PYK inh	6%	0%
AmpC inh no detg	-31%	-19%
LmPK inh	1%	1%
HCV inh	13%	-3%

This part in full, from the first entry:
#1 C/C(CC(=O)Nc1ccc(N(C)C)cc1)=N\NC(=O)c1ccc(C(C)(C)C)cc1
#2 Cc1cc2nc(=O)c(/C=C3\C=Nc4ccccc43)c(N)n2o1
#3 CC1(C)COCN1C(=O)c1ccc(C#N)cc1
#4 COc1ccc(CCNC(=O)C2CCN(S(=O)(=O)c3ccc(SC)cc3)CC2)cc1
#5 COc1cc(/C=C2/NC(=O)N(CC(=O)Nc3ccc(C)cc3)C2=O)ccc1Oc1ccc([N+](=O)[O-])cn1
#6 CCCCc1nnc(SC(C)C(=O)Nc2nccs2)n1C (stereo unspecified)
compound no.	1	2	3	4	5	6
HCMV inh	11	-27	169	-28	-22	2
AMA1-RON2 inh	70%[activator]	-9%	10%	-6%	1%	8%
AmpC inh detg	-11%	1%	0%	-3%	2%	-5%
Tb PYK inh	6%	0%	-1%	0%	4%	1%
AmpC inh no detg	-31%	-19%	-9%	-5%	-34%	-1%
LmPK inh	1%	1%	0%	-1%	0%	-2%
HCV inh	13%	-3%	3%	u	-1%	-22%

#7 Cc1ccc(C(=O)NCCN2CCOCC2)c(Cl)c1
#8 CCCCC(=O)Nc1ccccc1C(=O)OCc1cc(=O)n2nc(C3CCCCC3)sc2n1
#9 Cc1ccc(C2CC(C(F)(F)F)n3nc(C(=O)NCCN4CCOCC4)cc3N2)cc1 (stereo unspecified)
#10 COc1ccccc1C(=O)NCCC(=O)NNC(=O)c1ccccc1O
#11 O=C(c1ccc(F)cc1)N1C2CCC1CC(O)(c1ccc(F)cc1)C2 (stereo unspecified)
#12 COc1ccc2[nH]cc(CCNC(=O)/C=C/[C@H]3O[C@@H](n4cnc5c(NC(=O)c6ccccc6)ncnc54)[C@H](O)[C@@H]3O)c2c1
compound no.	7	8	9	10	11	12
HCMV inh	15	u	-4	-3	8	18
AMA1-RON2 inh	-9%	x	27%	17%	-7%	37%[activator]
AmpC inh detg	u	0%	-1%	u	1%	x
Tb PYK inh	5%	2%	-5%	1%	6%	4%
AmpC inh no detg	-2%	x	159%[activator]	-39%	9%	x
LmPK inh	-3%	x	0%	x	1%	x
HCV inh	14%	x	7%	-28%[8.37 µM]	-8%	x

#13 C/C(=N\NC(=O)c1cccc(C)c1)c1cccc(NC(=O)c2ccco2)c1
#14 Cc1ccc(NC(=O)c2ccc(OC(=O)COc3ccc(Cl)cc3C)cc2)cc1
#15 CCOCCCNC(=O)CCCOc1ccccc1
#16 CCOc1ccc(-n2nc3c(=O)[nH]nc(C)c3c2C)cc1
#17 Cc1cnnn1-c1cccc([N+](=O)[O-])c1
#18 CC1CC(C)CN(CCOCCSc2ccc(Cl)cc2)C1 (stereo unspecified)
compound no.	13	14	15	16	17	18
HCMV inh	56	94	25	-33	-37	1
AMA1-RON2 inh	29%	12%	-9%	-5%	14%	-22%
AmpC inh detg	u	u	-6%	u	u	2%
Tb PYK inh	-7%	1%	-18%	-8%	1%	20%
AmpC inh no detg	-52%	-11%	-14%	-6%	-18%	67%[activator]
LmPK inh	0%	-2%	1%	1%	-3%	-1%
HCV inh	-7%	22%	11%	4%	10%	u

#19 CC(=O)Nc1ccc(Oc2ccc3c(c2)C(=O)NC3=O)cc1
#20 O=C(NC1CCCCC1)c1cccc(Cn2cc(Cl)cn2)c1
#21 O=S(=O)(c1ccsc1)N1CC=C(c2ccccc2)CC1
#22 COc1ccc(N/C=C/C(=O)c2ccc(Oc3ncccn3)cc2)cc1
#23 CCOC(=O)Cc1csc(NC(=O)C2C3C=CC(C3)C2C(=O)O)n1 (stereo unspecified)
#24 CCN(C(=O)CSc1n[nH]c(-c2cccs2)n1)C1CCS(=O)(=O)C1 (stereo unspecified)
compound no.	19	20	21	22	23	24
HCMV inh	-3	-2	14	29	-101*	-28
AMA1-RON2 inh	-1%	-4%	24%	0%	-9%	2%
AmpC inh detg	-7%	1%	-7%	0%	u	6%
Tb PYK inh	-7%	-6%	0%	-4%	-9%	13%
AmpC inh no detg	-8%	-16%	-17%	43%	-24%	-16%
LmPK inh	-1%	-1%	-3%	1%	-2%	-7%
HCV inh	-14%	-6%	-17%	12%	0%	-1%

#25 COC(=O)CC(c1ccccc1F)N1Cc2ccccc2C1=O (stereo unspecified)
#26 CCOc1ccc(-c2nc(CSCC(=O)NCc3ccco3)c(C)o2)cc1
#27 CCn1c(C)nc2cc(C(=O)NNC(=S)Nc3ccc(C)cc3)ccc21
#28 CCC(C)NC(=O)CSc1nc2ccccc2c(=O)n1Cc1ccc(OC)cc1 (stereo unspecified)
#29 CC(C)(C)OC(=O)N/N=C/c1ccc(C(=O)O)cc1
#30 COc1ccc(C2/C(=C(/O)c3ccccc3)C(=O)C(=O)N2CO)cc1 (stereo unspecified)
compound no.	25	26	27	28	29	30
HCMV inh	-20	u	u	-29	59	-2
AMA1-RON2 inh	18%	-5%	134%[activator]	39%[activator]	1%	-5%
AmpC inh detg	3%	12%	3%	2%	u	-1%
Tb PYK inh	6%	-6%	-27%	-4%	4%	0%
AmpC inh no detg	-1%	76%[activator]	-24%	-7%	-21%	-21%
LmPK inh	-2%	-9%	-2%	21%	-3%	-3%
HCV inh	-2%	u	11%	-23%	0%	-17%

#31 CC(Cc1cccnc1)NC(=O)c1cc(COc2c(F)cccc2F)on1 (stereo unspecified)
#32 CCOc1ccc(S(=O)(=O)N2CCC(C(=O)OC(C)C(=O)N3CCOCC3)CC2)cc1 (stereo unspecified)
#33 COc1cccc(N2CCN(CC(=O)NC(=O)NC3CCCCC3)CC2)c1
#34 CC1CN(S(=O)(=O)c2cccc(C(=O)N3CCC(C(N)=O)CC3)c2)CC(C)O1 (stereo unspecified)
#35 Cc1cc2oc(=O)cc(CN(C)Cc3ccc(OC(F)F)cc3)c2cc1Cl
#36 COc1cccc(-n2ccnc2SCC(=O)N2CCc3ccccc32)c1
compound no.	31	32	33	34	35	36
HCMV inh	u	8	-4	29	27	8
AMA1-RON2 inh	-9%	6%	-8%	-3%	-18%	-3%
AmpC inh detg	u	-17%	-11%	x	0%	u
Tb PYK inh	2%	-4%	1%	0%	3%	-1%
AmpC inh no detg	-11%	50%	88%[activator]	-10%	-11%	-2%
LmPK inh	-2%	x	x	x	1%	4%
HCV inh	-10%	-7%	7%	0%	u	-3%

Arranged by heavy-atom count (highest first): part of the list above.
#14 Cc1ccc(NC(=O)c2ccc(OC(=O)COc3ccc(Cl)cc3C)cc2)cc1
#10 COc1ccccc1C(=O)NCCC(=O)NNC(=O)c1ccccc1O
#18 CC1CC(C)CN(CCOCCSc2ccc(Cl)cc2)C1 (stereo unspecified)
compound no.	14	10	18
HCMV inh	94	-3	1
AMA1-RON2 inh	12%	17%	-22%
AmpC inh detg	u	u	2%
Tb PYK inh	1%	1%	20%
AmpC inh no detg	-11%	-39%	67%[activator]
LmPK inh	-2%	x	-1%
HCV inh	22%	-28%[8.37 µM]	u

Down the list, as entered above.
Entries 31–36 in Tb PYK inh read 2%, -4%, 1%, 0%, 3%, -1%

In a second layout: three of the compounds above.
(36) COc1cccc(-n2ccnc2SCC(=O)N2CCc3ccccc32)c1
  HCMV inh = 8
  AMA1-RON2 inh = -3%
  AmpC inh detg = u
  Tb PYK inh = -1%
  AmpC inh no detg = -2%
  LmPK inh = 4%
  HCV inh = -3%
(35) Cc1cc2oc(=O)cc(CN(C)Cc3ccc(OC(F)F)cc3)c2cc1Cl
  HCMV inh = 27
  AMA1-RON2 inh = -18%
  AmpC inh detg = 0%
  Tb PYK inh = 3%
  AmpC inh no detg = -11%
  LmPK inh = 1%
  HCV inh = u
(34) CC1CN(S(=O)(=O)c2cccc(C(=O)N3CCC(C(N)=O)CC3)c2)CC(C)O1 (stereo unspecified)
  HCMV inh = 29
  AMA1-RON2 inh = -3%
  AmpC inh detg = x
  Tb PYK inh = 0%
  AmpC inh no detg = -10%
  LmPK inh = x
  HCV inh = 0%

Screening data as filed in PubChem BioAssay.
